# D3 ag – agonists of human D3 dopamine receptor. P35462. D3R DiscoveRx beta-arrestin cells, luminescence, 90 min. hit rate 0.58% among 410,000. max activation, %. AID 652048; in the data active = max activation above about 30%; note: 0% is about no effect; mostly tested at two doses, the higher about 12 µM
# Target sequence (P35462 whole entry, looked up): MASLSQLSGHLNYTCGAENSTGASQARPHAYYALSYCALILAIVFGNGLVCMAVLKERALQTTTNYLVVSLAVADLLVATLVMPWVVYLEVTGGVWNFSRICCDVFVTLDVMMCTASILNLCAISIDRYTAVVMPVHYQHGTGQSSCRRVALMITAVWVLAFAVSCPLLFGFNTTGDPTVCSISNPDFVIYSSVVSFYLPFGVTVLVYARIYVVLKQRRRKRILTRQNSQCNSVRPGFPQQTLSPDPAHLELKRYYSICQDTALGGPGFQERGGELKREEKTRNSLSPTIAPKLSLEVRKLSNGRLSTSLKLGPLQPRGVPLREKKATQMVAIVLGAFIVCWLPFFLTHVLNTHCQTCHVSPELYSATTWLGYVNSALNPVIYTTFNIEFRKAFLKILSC
#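 Agonist-mode cell screen: cells plated at 1500/well and incubated overnight at 37 °C, then exposed to library compounds for 90 min at 37 °C. Detection reagent was added for 30–60 min at room temperature, and luminescence was read.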
# FUS suppressor – suppressors of FUS proteinopathy in yeast. S. cerevisiae FUS-expressing, growth rescue, OD600, 24 h. Potency, µM (top dose mostly 76.6 µM), for the others: at the top dose growth rescue (activation), actives largely listed as activators. hit rate 0.24% among 390,000. AID 1347120;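 note: potency is the fitted concentration of half-maximal effect; plate controls were DMSO vehicle for no effect and reference control for full effect; nearly all actives have a fitted effect of over 55% in size; some results filed as inactive show a strong effect at the top dose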
#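 Restored growth of FUS-toxic S. cerevisiae, read as 600 nm absorbance after 24 h at 30C in galactose medium (starting OD 0.005). Controls CP55940 and DMSO.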
# aSyn yeast inh – inhibitors of alpha-synuclein toxicity in yeast; Potency, µM (highest dose often 46.1 µM), inactives show at the top dose growth rescue (activation), hits mostly activators; Yeast expressing alpha-synuclein, growth rescue, BacTiter-Glo, 24 h; hit rate 0.14% among 370,000; note: potency is the fitted concentration of half-maximal effect; % of control where 0% means no effect; nearly all actives have a fitted effect of over 65% in size
#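 Rescue of yeast growth: cells expressing toxic alpha-synuclein, induced in galactose at OD600 0.02, incubated with compound 24 h at 30 C. ATP luminescence quantified growth; inhibitors of toxicity appear as activators.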
# DRD3 antagonist – D3 dopamine receptor (human) antagonism | AID 652054 | D3R cells, DiscoveRx beta-arrestin luminescence, antagonist mode; active compounds read low | hit rate 2.5% among 360,000 | max response, negative = inhibition, %; in the data active = max response below about -50%; inconclusive = no clear call, values can overlap the other calls; note: % is set by controls: 0 for no effect and ±100 for the full control effect; mostly tested at two doses, the higher about 12 µM
#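 Cells expressing the human receptor were seeded at 1500 cells/well, incubated overnight at 37 degrees C in 5% CO2, then exposed to library compounds with dopamine controls for 90 minutes at 37 degrees C before luminescent detection.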
# EPAC2 agonist – EPAC2 (human) agonism; Q8WZA2; EPAC2 activation, biochemical qHTS; response scale: 100% = 6.5 mM cAMP response; Potency, µM (titrated, usually from 154 µM), for inactives: at the highest dose activation, usual class: activators; hit rate 0.079% among 360,000; note: potency is the fitted concentration of half-maximal effect; nearly all actives have a fitted effect of over 50% in size
#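 Fluorescence exchange assay: 100 nM EPAC2 with 250 nM RAP1B-BODIPY-GDP and 50 uM GDP; compounds tested as a concentration-titration series (qHTS). Loss of Rap1-bound BODIPY-GDP fluorescence read at 480/540 nm; data normalized to 6.5 mM cAMP.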
# Abeta yeast res – restores growth of yeast expressing A-beta42 peptide | yeast expressing A-beta42, growth rescue, OD600, 48 h; response scale: 0% DMSO, 100% iron-clioquinol control | hit rate 0.063% among 410,000 | AID 1347071 | Potency, µM (top dose mostly 46.1 µM), for inactives: at the top dose growth rescue, hits mostly activators; note: potency is the fitted concentration of half-maximal effect; nearly all actives have a fitted effect of over 55% in size
#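 Yeast growth medium received pinned compounds, then yeast cells expressing toxic A-beta were added; plates incubated at 30 C for 48 hr. Growth read as absorbance at 600 nm, normalized to DMSO and equimolar FeCl3 plus clioquinol controls.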
# TDP43 rescue – TDP-43 toxicity inhibition in yeast. Potency, µM (top dose mostly 46.1 µM), without a hit: at the top dose growth rescue (activation), most hits filed as activators. TDP-43 expressing yeast growth rescue, BacTiter-Glo, 24 h. hit rate 1.8% among 410,000. AID 652104; note: potency is the fitted concentration of half-maximal effect; % of control where 0% means no effect; nearly all actives have a fitted effect of over 50% in size
#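 In this qHTS, compounds that restore growth of yeast expressing TDP-43 appear as activators. Cells (OD600=0.02, galactose medium, raffinose-pregrown) are incubated with compound 24 hr at 30 deg C and growth is quantified by BacTiter-Glo.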
# EPAC2 antagonist – antagonists of human EPAC2; EPAC2 GEF exchange of Rap1B-BODIPY-GDP, fluorescence; Potency, µM (titrated, usually from 114 µM), without a hit: top-dose activity, negative = inhibition, actives largely listed as inhibitors; hit rate 0.18% among 360,000; AID 720708; note: potency is the fitted concentration of half-maximal effect; % is set by controls: 0 for no effect and ±100 for the full control effect; nearly all actives have a fitted effect of over 45% in size; many of its hits are not listed in these tables
# * hit, by the source's call; ? = inconclusive; / = no result given; & = joins results of further samples; [ ] = dose if it differs, or a comment. Unless noted, calls come from the whole dose curve; as a rule, active = well fitted curve in the direction sought with a large enough effect; inconclusive = small, poorly fitted or top-dose-only effect, or another doubt; inactive = no such curve, though single readings can be large; an effect the other way counts as inactive or inconclusive. An excerpt; the hit share may differ from the screen's.
# Values in the order – D3 ag	FUS suppressor	aSyn yeast inh	DRD3 antagonist	EPAC2 agonist	Abeta yeast res	TDP43 rescue	EPAC2 antagonist
> CC12CCC(=O)N1C(C(=O)NNC(=O)c1cccc(Cl)c1)CS2 (stereo unspecified)
→ 2	1%	-2%	35	2%	7%	12%	10%
> CC(=O)Nc1ccc(NC(=O)C2(C)Cc3c(-c4ccc5c(c4)OCO5)ccnc3O2)cc1 (stereo unspecified)
→ 5	25%	3%	3	12%	-7%	0%	-7%
> COc1ccc(-c2c(C)n([O-])c3c([n+]2=O)CCCC3)c(OC)c1
→ 0	28%	4%	4	2%	0%	-18%	3%
> C/C(=N\NS(=O)(=O)c1ccc(Cl)c([N+](=O)[O-])c1)c1ccc(C)o1
→ 7	15%	-3%	-70*	4%	-9%	3%	8%
> C[C@H](CO)N1C[C@H](C)[C@H](CN(C)Cc2ccccc2)Oc2c(NC(=O)Nc3ccc(F)cc3)cccc2C1=O
→ -6	0%	-6%	?	-2%	-7%	4%	-3%
> CCc1nc2c(OCCOc3ccc(F)cc3)cccn2c1N(C=O)Cc1ccccc1
→ 0	17%	-2%	12	8%	-2%	8%	-21%
> C#CCOCCOCCOCCNc1nc(N2CCN(C(=O)Cn3cc(CCO)nn3)CC2)nc(N2CCN(C(=O)Cn3cc(CCCCN)nn3)CC2)n1
→ 13	-7%	3%	12	4%	-15%	9%	0%
> CC1(O)C(c2ccccc2)=Nc2ccccc21 (stereo unspecified)
→ -10	-12%	-10%	-5	3%	1%	10%	1%
> Cc1c(C(=O)OCCOc2ccccc2)[nH]c2c1C(=O)CC(c1ccccc1)C2 (stereo unspecified)
→ 16	-9%	/	/	/	-2%	27%	/
> CCOC(=O)CN1N=C(/C=C/c2ccccc2)CCC1=O
→ 0	/	-10%	5	12%	0%	-10%	20%
> Cc1ccc(C(=O)N2CCCC2)cc1Br
→ -2	5%	-7%	-5	1%	-9%	-9%	7%
> O=C(CCC1N=C2c3ccccc3N=C(SCc3ccccc3Cl)N2C1=O)NCc1ccco1 (stereo unspecified)
→ -2	17%	4%	-16	8%	22%	8%	1%
> COc1ccc(NC(=S)NC(NC(=O)c2cccc(Cl)c2)C(Cl)(Cl)Cl)c([N+](=O)[O-])c1 (stereo unspecified)
→ -9	6%	-20%	-13	12%	24%	3%	-18%
> OC(c1ccc(F)cc1)c1nc(-c2cncnc2)cs1 (stereo unspecified)
→ -7	-29%	-1%	-24	2%	-7%	0%	26%
> O=C(NCCOCc1ccccc1)C(c1ccccc1)c1ccccc1
→ -7	29%	-3%	0	13%	18%	12%	5%
> Cc1cccc(OCc2nnc(SCC(=O)OC3CCCCC3)o2)c1
→ -2	29%	-2%	-20	14%	10%	25%	-9%
> Cc1c(C(=O)N2CC(C)OC(C)C2)[nH]c2ccc(Br)cc12 (stereo unspecified)
→ -1	0%	10%	-10	7%	-11%	30%	-12%
> CCOc1ccc(C(=O)Nc2cc(-c3nc4ccccc4s3)ccc2OC)cc1
→ -9	7%	2%	/	/	-29%	-28%	/
> CCCCOCCCNC(=O)CCCOc1ccccc1
→ 1	-24%	-4%	-1	7%	24%	-3%	14%
> CCc1cccc(C)c1NC(=O)CCn1nc(C)c2c(C)n(-c3ccccc3)nc2c1=O
→ -14	8%	/	/	/	-17%	8%	/
> COc1ccc(C(=O)Nc2c3c(nn2-c2cccc(Cl)c2)CS(=O)C3)cc1 (stereo unspecified)
→ 2	8%	3%	15	-7%	-10%	3%	6%
> COc1ccccc1CNC(=O)COC(=O)Cc1ccc(F)cc1
→ -12	2%	1%	-5	13%	-9%	0%	-10%
> Cc1ccc(C(=O)COc2ccccc2N2C(=O)c3ccccc3C2=O)cc1
→ 3	23%	-4%	13	11%	5%	3%	-12%
> CCCC(=O)Oc1ccc(N(C(=O)CCC)S(=O)(=O)c2cccc([N+](=O)[O-])c2)cc1
→ -5	/	-5%	-24	-2%	8%	20%	-8%
> COc1cccc(COc2ccccc2C2Nc3ccc(Br)cc3C(=O)N2NC(=O)c2ccncc2)c1 (stereo unspecified)
→ -22	/	1%	-55*	8%	-7%	-15%	3%
> CC1(C)OC(=O)C(=NNc2ccc(Cl)cc2)C(=O)O1
→ 1	8%	0%	-4	-2%	-2%	24%	10%
> COc1ccc(N2C(=O)CC(Sc3n[nH]c(-c4ccccc4)n3)C2=O)cc1 (stereo unspecified)
→ 6	-3%	-8%	-14	5%	-91%[inhibitor]	2µM*	3%
> COc1nc(NCCN2CCOCC2)nc(Nc2ccccc2)n1
→ -1	-2%	-5%	4	0%	5%	11%	12%
> Cc1nn(C(=O)CCCC(=O)NCc2ccccc2)c2ccccc12
→ 0	-18%	4%	15	-3%	3%	8%	-25%
> COc1ccc(NC(=O)CN2C(=O)COc3ccc(S(=O)(=O)N4CCOCC4)cc32)cc1
→ -6&-2	18%&-15%	-1%	-7	3%	-7%&-5%	-20%	-9%
> O=C1C2CCCCC2C(=O)N1c1nccs1 (stereo unspecified)
→ -2	-11%	-7%	-4	5%	-2%	-14%	-2%
> Cc1nonc1CN(C)C(=O)CC1C(=O)NCCN1Cc1cccc(C(F)(F)F)c1 (stereo unspecified)
→ 14	-6%	4%	-6	7%	4%	-5%	5%
> CCC(C)NC(=O)CN1C(=O)NC2NC(=O)NC21 (stereo unspecified)
→ -8	-3%	7%	1	-5%	3%	3%	0%
> CC(C)n1c(SCC(=O)NCc2ccco2)nc2c1c(=O)n(C)c(=O)n2C
→ 10	13%	1%	17	4%	-2%	-14%	-9%
> COc1cccc(N=C(N)N=C(N)N)c1
→ 0	-24%	-2%	2	8%	16%	11%	6%
> N#C[C@H]1C2OC2c2ccccc2N1C(=O)c1ccccc1 (stereo partly specified)
→ 14	-13%	5%	24	2%	-7%	-8%	-9%
> N#C/C(=N/Nc1ccc(OC(F)(F)F)cc1)C(N)=S
→ 18	0%	-34%[inhibitor]	10	-2%	-80%[inhibitor]	-17%	-24%
> COc1ccc(CN2CCOCC2)c(C)c1C
→ -28	4%	-5%	-18	5%	2%	-26%	8%
> COc1ccc(N2CCN(CC(=O)Nc3ccccc3C(=O)NCc3ccccc3)CC2)cc1
→ 8	3%	9%	28	17%	-3%	6%	-11%
> O=C(COC(=O)c1cc(=O)[nH]c2ccccc12)NCCc1ccccc1
→ 4	-9%	-12%	8	6%	3%	17%	-13%
> COc1cc(/C=C/C(=O)CC(=O)/C=C/c2ccc(O)c(OC)c2)ccc1O
→ -12&-5&2	?	-63%&-75%[inhibitor]	-3	21%	-61%[inhibitor]	-94%[inhibitor]	19%
> O=c1c2oc3ccccc3c2n(Cc2ccc(Cl)cc2)c(=O)n1Cc1ccc2c(c1)OCO2
→ 2	-21%	/	/	/	0%	5%	/
> COc1cccc2cc(C(N)=O)/c(=N\NC(=O)c3ccccc3)oc12
→ -11	14%	-5%	10	12%	-15%	3%	0%
> COC(=O)c1ccc(NC(=O)CSc2nnc(C)n2-c2ccccc2)cc1
→ -12	25%	-1%	7	1%	-5%	-24%	-5%
> Cc1cccc(C)c1NC(=O)CSc1nc2c([nH]1)c(=O)n(C)c(=O)n2C
→ -1	9%	0%	-7	0%	0%	20%	1%
> CCN1C(=O)/C(=C2\SC(=S)N(NC(=O)c3ccccc3O)C2=O)c2ccccc21
→ -4	36%	-1%	-28	3%	-14%	-19%	4%
> Cc1ccc(NC(=O)CCc2nc3sc4c(c3c(=O)[nH]2)CCCC4)nc1
→ -1	16%	-7%	1	5%	2%	6%	-3%
> COc1ccc(SC[C@H](Cc2ccccc2)N2CC[C@@H](NC(=O)OCc3ccccc3)CCC2=O)cc1
→ -14	40%	12%	0	12%	7%	11%	-11%
> N/C(Cc1ccc(Cl)cc1)=N\OC(=O)Cc1ccc([N+](=O)[O-])cc1
→ -22	/	-73%[inhibitor]	4	1%	-39%[inhibitor]	?	3%
> CCOC(=O)c1c(-c2ccc(C)o2)csc1NC(=O)CN1CCOCC1
→ -1	22%	25%	1	5%	-24%	?	-3%
> Cn1c(CCN2CCCC2)nc2cc(NS(=O)(=O)c3ccccc3)ccc21
→ -9	32%	1%	?	1%	-1%	3%	-3%
> Cc1ccc(C)c(S(=O)(=O)Nc2ccc(C(=O)N3CCC3)cc2)c1
→ 5	-4%	0%	5	1%	5%	15%	10%
> CC1CC(C)CN(c2nc3c(c(=O)n(C)c(=O)n3C)n2CCSc2ncccn2)C1 (stereo unspecified)
→ 0	8%	1%	7	-9%	1%	8%	2%
> O=C(COc1ccc(F)cc1)Nc1ccc(Cl)c(-c2nc3ccccc3[nH]2)c1
→ 5	-8%	/	/	/	-2%	30%	/
> O=C(N/C(=C/c1ccco1)C(=O)N1CCOCC1)c1ccccc1Br
→ 5	24%	4%	16	-1%	4%	-10%	-4%
> Cc1cccc(OC(C)C(=O)Nc2ccccc2C(=O)N2CCCCC2)c1 (stereo unspecified)
→ -2	10%	-5%	4	7%	2%	-2%	-1%
> O=C(Cc1c(F)cccc1Cl)OCC(=O)c1ccc[nH]1
→ -8	-7%	1%	1	5%	12%	9%	-2%
> COc1ccccc1NC(=O)C1CCCN(C(=O)NCc2ccccc2)C1 (stereo unspecified)
→ 2	25%	1%	-6	5%	8%	3%	-6%
> COc1ccc(OC)c(/C=C/C(=O)OCC(=O)Nc2nnc(-c3ccccc3)o2)c1
→ 3	36%	-6%	6	-2%	-2%	25%	-6%
> CC1CCC(CN2CCN=C2Nc2ccccc2)CC1 (stereo unspecified)
→ -17	3%	1%	-4	-2%	6%	21%	1%
> O=C(CCSc1ccccc1)NCCSCc1ccco1
→ 6	/	9%	14	4%	?	?	3%
> CC(=O)c1ccc(S(=O)(=O)N(CCCO)Cc2cc3cc(C)ccc3[nH]c2=O)cc1
→ 6	23%	0%	9	4%	8%	-7%	2%
> CC(=O)NCCNC(=O)CCCc1nnc2n(CC(C)C)c(=O)c3sccc3n12
→ -16	-18%	/	/	/	-12%	-7%	/

# Shown tab-delimited: part of the list above
Molecule	D3 ag	FUS suppressor	aSyn yeast inh	DRD3 antagonist	EPAC2 agonist	Abeta yeast res	TDP43 rescue	EPAC2 antagonist
COc1cccc2cc(C(N)=O)/c(=N\NC(=O)c3ccccc3)oc12	-11	14%	-5%	10	12%	-15%	3%	0%
COC(=O)c1ccc(NC(=O)CSc2nnc(C)n2-c2ccccc2)cc1	-12	25%	-1%	7	1%	-5%	-24%	-5%

# Compound activity: PubChem BioAssay, National Center for Advancing Translational Sciences (NCATS)
